Compound activity (PubChem BioAssay)
PLK1 PBD inh = inhibitors of human PLK1 polo-box domain binding | Plk1 PBD binding of FITC phosphopeptide, fluorescence polarization | Potency, µM, for the others: max response, negative = inhibition, actives largely listed as inhibitors | 360,000 compounds, 2.8% hits | AID 720504; also: potency is read from the fitted curve at half-maximal effect; series mostly up to about 57 µM; % is scaled to controls: 0 for no effect and ±100 for the full control effect; nearly all actives have a fitted effect of over 65% in size
IL2 activator = activates IL-2 in a cell-based reporter assay | IL-2 activation reporter assay, cell-based qHTS; stimulated with anti-CD3/CD4/CD28 beads; in transgenic mouse T cells | activation, % (series mostly up to about 46 µM) | 360,000 compounds, 0.065% hits | AID 652025; in the data active = activation above about 50%; inconclusive = mostly about 30% to 49%; also: 0% is about no effect
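Readout: EGFP and DsRed signals by fluorescent plate cytometry. Unstimulated transgenic mouse T cells received compound 60 min before antibody-bead stimulation, then incubated 18 h at 37 degrees C.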
GLP-1R agonist = agonists of human GLP-1 receptor; P43220; HEK293 GLP-1R CRE-luciferase, luminescence, 4-6 h; cells express a hypersensitive GLP-1R form; Potency, µM (series often up to 45.6 µM), for inactives: at the highest dose activation, hits mostly activators; 380,000 compounds, 0.007% hits; also: potency is read from the fitted curve at half-maximal effect; % of control where 0% means no effect
PI5P4Ka inh = blocks human PI5P4K alpha kinase activity | P48426 | PI5P4Kalpha enzyme, ADP-Glo luminescence, 60 min; active compounds read low | max response, % | 330,000 compounds, 1.2% hits | AID 652105; active = max response of -50% or lower; inconclusive = between -30% and -50%; inactive = -30% or higher; also: value at the top dose of about 77 µM; % is scaled to controls: 0 for no effect and ±100 for the full control effect
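Enzyme plus substrate dispensed, test compounds pinned in, then ATP (5 microM final) added. After 60 min at RT, ADP-Glo reagent 1 for 45 min and reagent 2 for 30 min preceded luminescence imaging.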
DRD3 agonist = activates the human D3 dopamine receptor; P35462; D3R DiscoveRx beta-arrestin cells, luminescence, 90 min; max activation, %; 410,000 compounds, 0.58% hits; AID 652048; in the data active = max activation above about 30%; also: 0% is about no effect; mostly tested at two doses, the higher about 12 µM
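Cells at 1500/well, incubated overnight, then treated with pinned compounds (dopamine as control) for 90 min at 37 degrees C. DiscoveRx reagent added for 30 - 60 minutes at room temperature; luminescence read.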
HEK293 tox = cytotoxicity in counter-screen for GLP-1R inverse agonists; HEK293 cAMP-luciferase reporter cells, luminescence, 24 h; Potency, µM (series often up to 38.3 µM), for the others: at the top dose activity change, negative = inhibition, usual class: inhibitors; 410,000 compounds, 0.13% hits; AID 624418;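 also: loss of luciferase light is scored as toxicity; potency is read from the fitted curve at half-maximal effect; % is scaled to controls: 0 for no effect and ±100 for the full control effect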
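MLSMR compounds, 24 hr on cells at 37 deg C/5% CO2; luminescence after luciferase reagent (12 min RT). Inhibition counted as the undesired cytotoxic outcome.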
D3 antag = D3 dopamine receptor (human) antagonism | 360,000 compounds, 2.5% hits | max response, negative = inhibition, % | AID 652054 | P35462 | D3R cells, DiscoveRx beta-arrestin luminescence, antagonist mode; active compounds read low; in the data active = max response below about -50%; inconclusive = no clear call, values can overlap the other calls; also: % is scaled to controls: 0 for no effect and ±100 for the full control effect; mostly tested at two doses, the higher about 12 µM
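Cells expressing the human receptor were seeded at 1500 cells/well, incubated overnight at 37 degrees C in 5% CO2, then exposed to library compounds with dopamine controls for 90 minutes at 37 degrees C before luminescent detection.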
GLP-1R inv ag = acts as inverse agonist at human GLP-1 receptor | P43220 | HEK293 GLP-1R CRE-luciferase, luminescence, 24 h; GLP-1R form is constitutively active | Potency, µM (doses to about 38.3 µM), for inactives: at the top dose activity change, negative = inhibition, usual class: inhibitors | 410,000 compounds, 1.6% hits; also: potency is read from the fitted curve at half-maximal effect; % is scaled to controls: 0 for no effect and ±100 for the full control effect; nearly all actives have a fitted effect of over 55% in size
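qHTS in 1536-well format: reporter HEK293 cells expressing constitutive GLP-1R activity in DMEM + 10% Nu serum, 24 hr with compounds at 37 deg C, luminescence read after 12 min with detection reagent.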
WRN helicase inh = WRN helicase (human) inhibition; Potency, µM (titrated, usually from 114 µM), for the others: at the highest dose activity change, negative = inhibition, most hits filed as inhibitors; AID 651768; 360,000 compounds, 0.46% hits; WRN helicase unwinding, fluorescent forked duplex, kinetic; Q14191; also: potency is read from the fitted curve at half-maximal effect; % is scaled to controls: 0 for no effect and ±100 for the full control effect; nearly all actives have a fitted effect of over 55% in size
Target sequence (Q14191 whole entry, looked up): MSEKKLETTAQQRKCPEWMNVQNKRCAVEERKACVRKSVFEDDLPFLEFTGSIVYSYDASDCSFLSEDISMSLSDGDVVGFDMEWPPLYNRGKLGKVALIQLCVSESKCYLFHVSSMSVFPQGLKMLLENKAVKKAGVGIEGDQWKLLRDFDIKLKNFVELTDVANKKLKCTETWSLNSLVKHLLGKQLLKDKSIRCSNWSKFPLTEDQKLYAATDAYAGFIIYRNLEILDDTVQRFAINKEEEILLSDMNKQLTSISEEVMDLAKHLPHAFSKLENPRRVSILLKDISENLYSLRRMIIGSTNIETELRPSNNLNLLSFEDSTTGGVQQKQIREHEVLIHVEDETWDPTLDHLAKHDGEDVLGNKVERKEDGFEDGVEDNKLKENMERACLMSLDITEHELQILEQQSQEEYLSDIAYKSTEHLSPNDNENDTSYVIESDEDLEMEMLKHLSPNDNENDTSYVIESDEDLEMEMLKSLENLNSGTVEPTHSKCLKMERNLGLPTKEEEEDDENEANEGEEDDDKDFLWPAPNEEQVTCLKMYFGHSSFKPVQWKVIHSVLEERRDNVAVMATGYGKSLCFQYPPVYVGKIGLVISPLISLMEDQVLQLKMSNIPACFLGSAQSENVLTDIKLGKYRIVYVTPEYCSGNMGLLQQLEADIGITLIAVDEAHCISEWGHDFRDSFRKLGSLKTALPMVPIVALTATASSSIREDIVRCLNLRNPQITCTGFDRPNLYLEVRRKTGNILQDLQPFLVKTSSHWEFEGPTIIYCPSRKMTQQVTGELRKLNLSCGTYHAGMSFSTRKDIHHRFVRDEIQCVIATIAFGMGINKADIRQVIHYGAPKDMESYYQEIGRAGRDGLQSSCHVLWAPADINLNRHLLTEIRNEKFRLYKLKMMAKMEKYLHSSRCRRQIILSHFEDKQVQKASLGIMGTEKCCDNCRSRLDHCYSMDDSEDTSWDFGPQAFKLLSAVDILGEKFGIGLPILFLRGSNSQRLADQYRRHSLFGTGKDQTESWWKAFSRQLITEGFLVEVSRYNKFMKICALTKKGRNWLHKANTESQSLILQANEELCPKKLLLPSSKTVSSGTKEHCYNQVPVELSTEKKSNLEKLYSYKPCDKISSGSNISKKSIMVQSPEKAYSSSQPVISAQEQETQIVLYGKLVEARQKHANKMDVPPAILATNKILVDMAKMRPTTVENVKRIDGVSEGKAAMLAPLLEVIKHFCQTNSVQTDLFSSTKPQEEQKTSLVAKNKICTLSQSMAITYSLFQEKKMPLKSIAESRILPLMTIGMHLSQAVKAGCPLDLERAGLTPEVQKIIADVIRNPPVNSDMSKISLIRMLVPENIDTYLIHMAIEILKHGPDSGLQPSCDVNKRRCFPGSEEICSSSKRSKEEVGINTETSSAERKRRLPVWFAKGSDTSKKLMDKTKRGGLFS
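Fluorescence dequenching readout, ex 525 nm/em 598 nm, kinetic mode: forked duplex DNA (100 nM final) with adjacent fluorophore and quencher unwound by WRN (20 nM final) with 2 mM ATP. Compound preincubation 15 min, room temperature.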
* marks the source's active call; other numbers are inactive results; ? = inconclusive; / = no result given; [ ] = another dose, or the depositor's remark. Unless noted, calls follow the shape of the dose curve; as a rule, active = well fitted curve in the direction sought with a large enough effect; inconclusive = small, poorly fitted or top-dose-only effect, or another doubt; inactive = no such curve, though single readings can be large; an effect the other way counts as inactive or inconclusive. Rows are unselected; overall some 7.8% were active at least once.

SMILES	PLK1 PBD inh	IL2 activator	GLP-1R agonist	PI5P4Ka inh	DRD3 agonist	HEK293 tox	D3 antag	GLP-1R inv ag	WRN helicase inh
COc1ccc(NC(=O)C2CCN(S(=O)(=O)c3cccnc3)CC2)cc1Cl	-1%	-1.7	-4%	5	-1	2%	-27	?	-5%
CC1C(=O)CCN(C(C)C)C1C (centres undefined)	-9%	1.6	8%	-1	-12	-1%	-17	12%	8%
C/C=C/C(=O)OCC(=O)Nc1ccc(SC(F)F)cc1	?	-2.3	7%	-7	4	8%	1	21%	-2%
CCOC(=O)c1c(C)c(C(=O)Nc2cc(OC)ccc2OC)c(C)n1CC	0%	0.3	?	/	16	?	8	-10%	-24%
Cc1ccc(NCC(=O)Nc2cccc(S(=O)(=O)N(C)C)c2)cc1S(=O)(=O)N1CCCCCC1	2%	-4.0	15%	-4	1	-11%	11	?	-11%
CCC(C)Sc1nc2c(c(=O)n1C)SC(C)C2 (centres undefined)	-14%	-3.1	?	2	2	-5%	4	1%	-2%
N#Cc1c(NC(=O)C2CC(c3ccccc3O)=NO2)sc2c1CCC2 (centres undefined)	19µM*	3.4	-19%	9	-6	8%	-21	3%	-12%
CC(C(=O)O)n1cc(Cl)cn1 (centres undefined)	-20%	-0.2	1%	2	5	2%	?	9%	0%
CCCCN(C(=O)c1ccc(-c2ccc(Cl)cc2)o1)c1c(N)n(CCCC)c(=O)[nH]c1=O	-20%	-0.1	0%	4	0	0%	16	?	-13%
CC1CCCC(C)N1C(=O)c1cc(-c2cccs2)on1 (centres undefined)	-6%	-0.5	26%	/	-1	-26%	6	?	-3%
CCN(CC)S(=O)(=O)c1ccc(N2CCCC2)c(NC(=O)C2CSC3(C)CCC(=O)N23)c1 (centres undefined)	-3%	-4.2	2%	-3	3	-2%	-10	-12%	-7%
CCCN1CCC(=O)N(CCSc2ccc(C)cc2)CC1	-10%	0.8	8%	6	-27	-27%	-18	-19%	-4%
COc1ccc(-c2cc3ccccc3n2CC(O)CN2CCOCC2)cc1 (centres undefined)	-3%	-2.4	3%	-5	3	-6%	?	?	6%
COCCOC1CCN(C(=O)c2ccc(OC)c(OC3CCN(C(C)C)CC3)c2)CC1	-10%	-2.0	0%	5	7	-8%	1	-11%	-2%[57.1 µM]
CCn1cc(S(=O)(=O)CC(=O)Nc2ccc3c(c2)OCO3)c2ccccc21	-18%	-1.8	-5%	-3	-2	-1%	0	5%	-8%
O=C1NCC(c2ccccc2)C1C(=O)N/N=C\c1ccc(-c2ccc(Cl)c(Cl)c2)o1 (centres undefined)	-5%	-0.1	-5%	-2	5	?	46	10µM*	-6%
COc1ccccc1CCNS(=O)(=O)c1cc2c3c(c1)CCN3C(=O)CC2	-11%	0.2	10%	-8	-3	-1%	12	15%	-31%
CCOc1ccc(NC(=O)C(=S)NC2CCCCC2)cc1	1%	-2.0	6%	20	1	1%	7	-10%	-3%
CCOc1ccc(NC(=O)CN2C(=O)COc3ccc(S(=O)(=O)N4CCCCC4)cc32)cc1	27µM*	-4.5	-2%	0	-1	-12%	-20	?	-3%
CC(C)NC(=O)CC(=O)N/N=C\c1ccccc1C(=O)O	4%	5.9	2%	-1	8	-2%	3	5%	-4%
C=CCn1c(SCC(C)=O)nnc1-c1ccc2ncccc2c1	-13%	3.3	0%	14	-5	11%	1	11%	-33%
Nn1c(C2COc3ccccc3O2)n[nH]c1=S (centres undefined)	17µM*	-0.3	-1%	-26	-16	1%	1	1%	7%
O=C(COC(=O)COc1ccc(Cl)cc1)Nc1cccnc1Cl	-6%	0.0	-4%	2	0	8%	-1	-10%	4%
COc1cc2[nH]c(=O)n(Cc3ccc(C(=O)NC4CCCC4)cc3)c(=O)c2cc1OC	-11%	-2.5	-9%	2	-1	-5%	1	3%	-2%
O=C(CC(c1ccccc1)c1cc(Br)ccc1O)N1CCCC1 (centres undefined)	7%	-0.2	-4%	0	5	-8%	3	-29%	-2%
CC(C)OP(=O)(c1ccc(N(C)C)cc1)C(O)c1ccc(Br)cc1 (centres undefined)	-6%	-0.8	11%	0	0	17%	16	4%	9%
CCOC(=O)C1=C(N)Oc2cc(O)ccc2C1c1cccc([N+](=O)[O-])c1 (centres undefined)	-6%	-0.4	6%	12	-11	-24%	1	?	-17%
Cc1ccc(/C=N/NC(=O)CSc2nc3ccccc3c(=O)n2-c2ccccc2C)s1	0%	-0.4	0%	-14	13	-19%	23	?	-6%
CCN(CC)CCNC(=O)c1ccc(NC(=O)c2c(C)nn(-c3ccc(F)cc3)c2Cl)cc1	0%	0.3	17%	-3	-14	-12%	-25	?	6%
O=C(c1cc(-c2ccc(Cl)s2)nc2ccccc12)N1CCOCC1	-2%	2.1	16%	12	3	9%	-19	?	-13%
CSc1nc2c(C)c(C)c(C)c(C)c2[nH]1	-6%	-0.1	12%	9	-7	-10%	10	?	-5%
CCOC(=O)c1ccc(NS(=O)(=O)c2cc(C)ccc2OC)cc1	-2%	-1.0	10%	/	2	-6%	-1	-7%	-1%
CCC(C)(C)n1nnnc1C(c1ccc(O)c(OC)c1)N1CCN(c2nc3ccccc3s2)CC1 (centres undefined)	-14%	-0.4	1%	0	-7	-7%	10	-36%	-14%
COc1cccc(C(=O)CN2C3=NCCCN3c3ccccc32)c1	-7%	-0.9	-2%	-5	-2	?	-62*	?	-1%
CCOC(=O)CNS(=O)(=O)c1cc(-c2nn(C)c(=O)c3ccccc23)ccc1C	-8%	-0.6	11%	?	4	-7%	2	53%[activator]	-29%
C=CCN(c1ccc(OC)cc1)S(=O)(=O)c1ccc(Cl)c(C(=O)OCC(=O)NC2CC2)c1	-11%	-3.6	12%	-4	-10	8%	-8	-28%	-2%
CC(Nc1ccc(F)cc1)=[N+](C)CCNS(=O)(=O)c1ccc(Cl)cc1	?	-0.7	0%	?	0	10%	-5	1%	5%
O=C(CCc1n[nH]c(=O)[nH]c1=O)N/N=C/c1ccc(Br)o1	-9%	-2.8	-7%	-1	-1	4%	39	20%	-9%
COC(=O)c1cccc([N+](=O)[O-])c1CN1CCCC(C(N)=O)C1 (centres undefined)	-10%	-1.4	-1%	-4	-1	8%	-8	2%	9%
COc1cccc(C(=O)Nc2ccc(NC(=O)c3cc4ccccc4o3)c(OC)c2)c1	1%	-0.9	-2%	2	-1	2%	11	3%	0%
CC(=O)Nc1ccc(S(=O)(=O)N(Cc2ccccc2)c2ccccc2)cc1	-12%	1.9	1%	0	-4	-5%	-15	-20%	?
O=C(Nc1ccc([N+](=O)[O-])cc1)Nc1ccon1	-16%	-5.3	10%	-5	-14	-35%	?	?	-10%
Cc1nc(N)nc(N)c1-c1ccc(Cl)c(Cl)c1	-1%	0.0	0%	0	-8	-24%	-3	?	7%
COCCN1Cc2cccc(C(=O)NC3CCCCCC3)c2C1=O	3%	0.7	7%	-1	1	-6%	8	12%	3%
Cc1ccc[n+](C(C)C(=O)c2ccc(Cl)cc2)c1 (centres undefined)	-2%	0.5	-1%	-1	-18	2%	?	14%	-1%

Exported with bars between the fields: entries from further up.
compound | PLK1 PBD inh | IL2 activator | GLP-1R agonist | PI5P4Ka inh | DRD3 agonist | HEK293 tox | D3 antag | GLP-1R inv ag | WRN helicase inh
COc1ccc(NC(=O)C2CCN(S(=O)(=O)c3cccnc3)CC2)cc1Cl | -1% | -1.7 | -4% | 5 | -1 | 2% | -27 | ? | -5%
CC1C(=O)CCN(C(C)C)C1C (centres undefined) | -9% | 1.6 | 8% | -1 | -12 | -1% | -17 | 12% | 8%
C/C=C/C(=O)OCC(=O)Nc1ccc(SC(F)F)cc1 | ? | -2.3 | 7% | -7 | 4 | 8% | 1 | 21% | -2%
CCOC(=O)c1c(C)c(C(=O)Nc2cc(OC)ccc2OC)c(C)n1CC | 0% | 0.3 | ? | / | 16 | ? | 8 | -10% | -24%
Cc1ccc(NCC(=O)Nc2cccc(S(=O)(=O)N(C)C)c2)cc1S(=O)(=O)N1CCCCCC1 | 2% | -4.0 | 15% | -4 | 1 | -11% | 11 | ? | -11%
CCC(C)Sc1nc2c(c(=O)n1C)SC(C)C2 (centres undefined) | -14% | -3.1 | ? | 2 | 2 | -5% | 4 | 1% | -2%
N#Cc1c(NC(=O)C2CC(c3ccccc3O)=NO2)sc2c1CCC2 (centres undefined) | 19µM* | 3.4 | -19% | 9 | -6 | 8% | -21 | 3% | -12%
CC(C(=O)O)n1cc(Cl)cn1 (centres undefined) | -20% | -0.2 | 1% | 2 | 5 | 2% | ? | 9% | 0%
CCCCN(C(=O)c1ccc(-c2ccc(Cl)cc2)o1)c1c(N)n(CCCC)c(=O)[nH]c1=O | -20% | -0.1 | 0% | 4 | 0 | 0% | 16 | ? | -13%
CC1CCCC(C)N1C(=O)c1cc(-c2cccs2)on1 (centres undefined) | -6% | -0.5 | 26% | / | -1 | -26% | 6 | ? | -3%
CCN(CC)S(=O)(=O)c1ccc(N2CCCC2)c(NC(=O)C2CSC3(C)CCC(=O)N23)c1 (centres undefined) | -3% | -4.2 | 2% | -3 | 3 | -2% | -10 | -12% | -7%

Other results:
SMILES	PLK1 PBD inh	IL2 activator	GLP-1R agonist	PI5P4Ka inh	DRD3 agonist	HEK293 tox	D3 antag	GLP-1R inv ag	WRN helicase inh
COc1cccc(N2CCN(CC(=O)Nc3nc4c(s3)CC(C)CC4)CC2)c1 (centres undefined)	-7%	-1.8	-3%	/	10	3%	34	-25%	1%
[O-]/[N+](=C\c1cccc(Br)c1)c1ccccc1	-10%	-2.5	11%	0	0	9%	-14	5%	-33%[57.1 µM]
CCN1CCN(c2cc(C)c3cc(NC(=S)N4CCN(c5ccccc5)CC4)ccc3n2)CC1	3%	-4.8	8%	1	-8	20%	-7	1.3µM*	1%
Cc1ccc(N(C)S(=O)(=O)c2ccc(-c3ccc(=O)[nH]n3)s2)cc1C	-1%	1.3	0%	0	-3	3%	-3	7%	-7%
COCC(C)NC(=O)c1cc(-c2ccc(OC)c(OC)c2)on1 (centres undefined)	-4%	-1.7	23%	/	4	5%	-16	15%	-8%
